# BRCA1 expr up: qHTS Assay to Identify Small Molecule Activators of BRCA1 Expression; 380,000 compounds, 1.1% hits; MCF7-BRCA1-FFLuc reporter, luminescence, 48 h; response scale: scaled: vehicle 0%, 10 µM genistein 100%; Potency, µM (titrated, usually from 46.1 µM), without a hit: at the highest dose activation, hits mostly activators; AID 624202, 2012; note: nearly all actives have a fitted effect of over 80% in size; some results filed as inactive show a strong effect at the top dose
#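 Activators of BRCA1 expression were detected as increased firefly luciferase luminescence in engineered MCF7 cells after 48 h compound incubation. Signals were scaled to genistein 10 microM as full activation.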
# ELG1 genotoxic: qHTS screen for small molecules that induce genotoxicity in human embryonic kidney (HEK293T) cells expressing luciferase-tagged ELG1. HEK293T ELG1-luciferase reporter, luminescence, 16 h. Potency, µM (top dose mostly 46 µM), for the others: top-dose activity change, positive = activation, hits mostly activators. 330,000 compounds, 1.3% hits. AID 504466, 2011; note: % of control where 0% means no effect; nearly all actives have a fitted effect of over 60% in size
#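 Cells (2,000/well) expressing the ELG1-luciferase fusion are dosed by pin tool and kept 16 hr at 37 °C, 5% CO2. Signal comes from ONE-Glo luciferase reagent after 30 min at room temperature.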
# VP16 counter: VP16 counterscreen qHTS for inhibitors of ROR gamma transcriptional activity; Drosophila S2 Gal4-VP16 UAS-luciferase, luminescence, 20 h; Potency, µM (titrated, usually from 53.6 µM), inactives show top-dose activity, negative = inhibition, most hits filed as inhibitors; 310,000 compounds, 3.5% hits;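 note: Gal4-VP16 expression switched on by copper sulfate through the metallothionein promoter; % is set by controls: 0 for no effect and ±100 for the full control effect; nearly all actives have a fitted effect of over 50% in size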
# p53 reactivator: qHTS assay for re-activators of p53 using a Luc reporter | AID 504706, 2011 | 320,000 compounds, 0.063% hits | H1299 p53-A138V BP100-luciferase reporter, luminescence, 24 h | Potency, µM (series often up to 92.2 µM), for the others: at the highest dose activity change, positive = activation, usual class: activators; note: % of control where 0% means no effect; nearly all actives have a fitted effect of over 45% in size
#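 p53-null H1299 cells stably carrying temperature-sensitive p53-A138V and a BP100-luciferase reporter were pinned with compounds (4-point, 1:5 series) and held 24 hrs at 37 deg C. Luminescence was read 10 min after detection reagent.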
# NPC1 prom act: qHTS Assay for NPC1 Promoter Activators; Huh7 NPC1 promoter luciferase reporter, 24 h; Potency, µM (series often up to 9.22 µM), inactives show at the highest dose activation, hits mostly activators; 320,000 compounds, 2.4% hits;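 note: % of control where 0% means no effect; nearly all actives have a fitted effect of over 60% in size; reporter is driven by a mutant NPC1 promoter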
#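 Compounds in DMSO were transferred onto Huh7 NPC1-luciferase reporter cells pre-incubated 2 h; after 24 h at 37 °C, Amplite reagent was dispensed and luminescence recorded 10 min later.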
# FLuc modulator: qHTS profiling assay for firefly luciferase inhibitor/activator using purifed enzyme and Km concentrations of substrates (counterscreen for miR-21 project); 360,000 compounds, 6.9% hits; purified FLuc, Km substrates, luminescence inhibition; Potency, µM (top dose mostly 57.5 µM), for the others: at the highest dose activity change, negative = inhibition, hits mostly inhibitors; AID 588342, 2011;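 note: plate controls were vehicle for no effect and reference inhibitor for full effect; nearly all actives have a fitted effect of over 55% in size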
# Target sequence (P08659 whole entry, looked up): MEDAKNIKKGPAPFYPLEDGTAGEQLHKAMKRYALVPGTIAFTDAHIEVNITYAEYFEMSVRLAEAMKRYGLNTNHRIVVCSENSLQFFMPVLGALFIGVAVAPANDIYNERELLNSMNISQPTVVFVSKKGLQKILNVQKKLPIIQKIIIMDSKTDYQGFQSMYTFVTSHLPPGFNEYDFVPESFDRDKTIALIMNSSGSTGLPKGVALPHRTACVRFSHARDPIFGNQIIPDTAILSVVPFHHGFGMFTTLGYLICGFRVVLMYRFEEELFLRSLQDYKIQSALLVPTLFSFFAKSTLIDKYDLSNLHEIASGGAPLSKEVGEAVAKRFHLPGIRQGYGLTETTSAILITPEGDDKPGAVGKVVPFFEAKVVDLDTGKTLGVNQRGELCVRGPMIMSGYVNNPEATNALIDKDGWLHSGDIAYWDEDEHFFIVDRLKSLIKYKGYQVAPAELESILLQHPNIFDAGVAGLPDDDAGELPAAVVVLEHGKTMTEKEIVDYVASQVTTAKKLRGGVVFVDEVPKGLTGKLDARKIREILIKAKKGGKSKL
#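 Biochemical qHTS of compounds, final roughly 60 µM downward over six points, against 10 nM purified firefly luciferase using Km concentrations of substrates (10 uM D-luciferin, 10 uM ATP) in Tris acetate pH 7.5 buffer; luminescence output.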
# MBNL1-CUG inh: qHTS Assay for Inhibitors of MBNL1-poly(CUG) RNA binding; TR-FRET MBNL1-His/biotin-(CUG)12 binding, 665/545 ratio; Potency, µM (highest dose often 57.5 µM), without a hit: top-dose activity change, negative = inhibition, hits mostly inhibitors; 280,000 compounds, 0.036% hits; active = well fitted inhibition curve with a large enough effect in the signal ratio, with a control signal flat, not every such curve was filed as active; inconclusive = small, poorly fitted or top-dose-only effect, or effect the other way, or a change in a side signal; inactive = no such curve, though single readings can be large or run the other way; the % refers to the signal ratio; note: % is set by controls: 0 for no effect and ±100 for the full control effect
# Target sequence (Q9NR56 whole entry, looked up): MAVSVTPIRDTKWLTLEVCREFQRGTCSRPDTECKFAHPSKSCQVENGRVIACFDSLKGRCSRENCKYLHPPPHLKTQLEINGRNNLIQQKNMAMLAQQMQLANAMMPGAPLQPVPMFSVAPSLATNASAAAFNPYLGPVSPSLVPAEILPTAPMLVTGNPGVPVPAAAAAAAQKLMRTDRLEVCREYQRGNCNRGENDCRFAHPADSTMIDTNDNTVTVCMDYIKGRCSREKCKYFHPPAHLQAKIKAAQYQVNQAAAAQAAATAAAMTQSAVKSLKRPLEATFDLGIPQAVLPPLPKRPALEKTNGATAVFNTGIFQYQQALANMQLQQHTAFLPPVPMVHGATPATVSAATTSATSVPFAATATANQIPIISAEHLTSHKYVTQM
#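 TR-FRET readout: Ex 340 nm, 665/545 nm emission ratio, normalized to buffer-only (basal) and MBNL1-(CUG)12 controls. Complex of MBNL1-His with Biotin-(CUG)12, compounds 92 nM–58 uM, incubated 60 min at room temperature.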
# MLL CXXC-DNA inh: qHTS Fluorescence Polarization Assay for Inhibitors of MLL CXXC domain - DNA interaction | Potency, µM (top dose mostly 115 µM), inactives show top-dose activity change, negative = inhibition, usual class: inhibitors | Histone-lysine N-methyltransferase 2A (Homo sapiens), Q03164 | MLL-CXXC / FITC-HOXA9 DNA fluorescence polarization | 290,000 compounds, 0.037% hits; active = well fitted inhibition curve with a large enough effect in the polarisation, with a control signal flat, not every such curve was filed as active; inconclusive = small, poorly fitted or top-dose-only effect, or effect the other way, or a change in a side signal; inactive = no such curve, though single readings can be large or run the other way; the % refers to the polarisation
#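 Steps: dispense CXXC domain solution (7 uM) → pin compounds or unlabeled HOX-A9 DNA control → 5 min ambient → add FLSN-HOX-A9 solution (50 nM) → spin → 30 min ambient → fluorescence polarization. Tris pH 7.5/NaCl/DTT/BSA buffer.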
# Rab9 promoter act: qHTS Assay for Rab9 Promoter Activators; Huh7 Rab9 promoter-luciferase reporter, luminescence, 24 h; Potency, µM (top dose mostly 9.22 µM), for inactives: top-dose activation, negative = inhibition, hits mostly activators; 320,000 compounds, 2.8% hits; AID 485297, 2010; note: % of control where 0% means no effect; nearly all actives have a fitted effect of over 60% in size
#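 Steps: seed 1500 Huh7 Rab9-luc cells per well, rest 2 h at 37 °C; add compound in DMSO; incubate 24 h; add luciferase reagent, 10 min ambient; read luminescence.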
# RORgamma inh: qHTS for inhibitors of ROR gamma transcriptional activity; 310,000 compounds, 5.4% hits; AID 2551, 2010; Drosophila S2 Gal4-RORgamma UAS-luciferase reporter, 20 h; Potency, µM (series often up to 53.6 µM), inactives show top-dose activity change, negative = inhibition, most hits filed as inhibitors; note: % is set by controls: 0 for no effect and ±100 for the full control effect; nearly all actives have a fitted effect of over 60% in size
#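 Drosophila S2 cells stably expressing Gal4-DBD/mouse RORγ fusion under metallothionein promoter plus UAS-luciferase; compound 1 h, then 700 uM CuSO4 induction for 20 h at ambient temperature; inhibition read as reduced luminescence.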
# uPA surface inh: qHTS for Inhibitors of Cell Surface uPA Generation; Potency, µM (doses to about 38.3 µM), without a hit: at the highest dose activity change, negative = inhibition, actives largely listed as inhibitors; cell surface uPA generation assay, qHTS; 330,000 compounds, 0.31% hits; active = well fitted inhibition curve with a large enough effect; inconclusive = small, poorly fitted or top-dose-only effect; inactive = no such curve, though single readings can be large or run the other way; tested in mouse RAW 264.7 cells; note: % is set by controls: 0 for no effect and ±100 for the full control effect; nearly all actives have a fitted effect of over 55% in size
# * = called active by the depositor; ? = inconclusive; · = no result given; [ ] = another dose, or the depositor's remark. Unless noted, calls come from the whole dose curve; as a rule, active = well fitted curve in the direction sought with a large enough effect; inconclusive = small, poorly fitted or top-dose-only effect, or another doubt; inactive = no such curve, though single readings can be large; an effect the other way counts as inactive or inconclusive. Potency is the fitted concentration of half-maximal effect. Not all compounds are listed; the hit share may differ from the screen's.
SMILES,BRCA1 expr up,ELG1 genotoxic,VP16 counter,p53 reactivator,NPC1 prom act,FLuc modulator,MBNL1-CUG inh,MLL CXXC-DNA inh,Rab9 promoter act,RORgamma inh,uPA surface inh
Cn1c(SCC(=O)NNC(=O)Nc2ccc(Cl)cc2)nnc1-c1ccccc1,6.1%,1.3%,-7.3%,0.2%,1.2%,0.6%,2.4%,-3.7%,-0.6%,1.4%,1.0%
O=C(Nc1ccccc1)c1ccc(S(=O)(=O)N2CCCCC2)cc1,3.6%,2.1%,?,14.4%,0.3%,-6.1%,-6.6%,-4.0%,0.6%,?,3.0%
CC(C)CCC(C(=O)NC(C)c1ccccc1)C(=O)NC(C)c1ccccc1 (configuration not stated),-25.9%,-0.8%,15.4%,-7.7%,0.3%,-0.2%,0.3%,7.3%,-2.7%,-22.0%,1.0%
Cc1ccc(S(=O)(=O)c2c(N)n(Cc3ccco3)c3nc4ccccc4nc23)cc1,-66.2%,-1.9%,-5.6%,-5.3%,-4.4%,-1.9%,12.2%,-0.5%,7.7%,36.1%,-2.2%
O=C(Nc1nc2ccccc2[nH]1)c1ccc(Cl)cc1,?,?,2.82µM*,18.5%,0.316µM*,0.426µM*,2.0%,-16.5%,0.316µM*,12.6µM*,-5.9%
COc1cc(C(=O)OCCn2c(=O)c3c(ncn3CCN(C)C)n(C)c2=O)cc(OC)c1OC,-1.5%,10.6%,3.7%,-7.8%,0.8%,4.0%,?,7.0%,-0.3%,-0.2%,2.4%
CC(NCC(=O)Nc1ccccc1C(=O)NC1CC1)c1ccc(S(N)(=O)=O)cc1 (configuration not stated),4.0%,1.7%,·,2.4%,-1.7%,-0.6%,·,·,-1.0%,·,7.4%
COC(=O)c1oc2ccccc2c1N,?,27.6%,?,5.2%,16.2%,?,14.4%,4.2%,23.9%,44.5%,-1.9%
CN(C)Cc1ccccc1Sc1ccccc1Br,-20.4%,0.8%,-20.4%,0.7%,-6.0%,-2.7%,-12.0%,0.8%,0.3%,-20.6%,1.5%
NC(=S)n1[nH]c(-c2ccc([N+](=O)[O-])cc2)c(N=Nc2ccc(O)cc2)c1=O,-1.9%,-3.2%,-3.7%,0.6%,-2.1%,-15.3%,17.3%,-14.4%,-4.6%,1.4%,-4.0%
O=C(OCCN1CCOCC1)c1ccccc1,25.2%,3.5%,1.3%,?,-6.3%,2.3%,1.7%,-0.6%,1.7%,-2.2%,0.7%
COc1cc(C(=O)NC(=S)NC(C)C)cc(OC)c1OC,-29.5%,1.4%,?,-11.6%,-3.9%,-0.9%,5.8%[11.5 µM],2.0%,1.7%,7.94µM*,-0.6%
CCCn1c(SCC(=O)Nc2nc(C)cs2)nnc1-c1cccnc1,5.1%,0.5%,0.2%,0.0%,11.3%,-0.6%,5.4%,0.3%,26.0%,20.8%,1.8%
CC(C)(C)c1ccc(-c2nnc3sc(-c4ccncc4)nn23)cc1,-24.9%,8.2%,·,6.7%,1.3%,?,-2.8%,3.5%,2.0%,-13.5%[0.365 µM],·
CN(CC(=O)Nc1ccccc1Cl)C(=O)COC(=O)/C=C/c1cccs1,2.6%,1.8%,·,16.2%,0.9%,-1.2%,·,·,-1.4%,·,13.3%
C=CCn1c(CCCNC(=O)c2ccccc2OC)nc2ccccc21,8.5%,0.5%,1.2%,0.8%,-5.5%,3.8%,·,2.6%,-0.1%,-48.5%,13.1%
O=C(NC(NC(=S)Nc1ccc(Cl)c(Cl)c1)C(Cl)(Cl)Cl)c1ccco1 (configuration not stated),-69.5%,-3.6%,?,0.1%,0.0%,-2.1%,-3.4%,0.7%,0.2%,-42.9%,2.9%
CCCN1CCc2c(sc(NC(=O)c3ccc(S(=O)(=O)N4CCCC4)cc3)c2C(N)=O)C1,-26.9%,0.1%,-3.8%,2.9%,2.4%,0.2%,16.9%,2.1%,-6.0%,-16.7%,-16.4%
COc1ccc(/C=N/Nc2nc(C)nc(N)n2)cc1,54.8%,12.0%,5.9%,2.3%,12.7%,16.9µM*,6.3%,-1.2%,23.1%,-7.0%,-2.2%
O=C(CCCc1ccccc1)Nc1ccc2c(c1)OCCO2,88.8%,2.06µM*,?,-0.1%,0.501µM*,2.13µM*,-4.5%,-2.8%,0.447µM*,?,4.1%
Cc1ccc([N+](=O)[O-])cc1-c1ccc(/C=C(\C#N)c2[nH]nc(N)c2C#N)o1,-17.7%,4.5%,?,-11.3%,26.1%,-2.0%,·,-2.1%,24.1%,?,-0.6%
C#Cc1ccc([C@@H]2C=C(C(=O)N3CCOCC3)O[C@H](OCC)[C@H]2CCCO)cc1,-18.1%,4.9%,8.2%,-2.2%,2.6%,0.1%,-3.5%,-1.4%,-0.7%,2.7%,15.5%
CN(C)S(=O)(=O)Nc1ccc(C(=O)O)cc1,-0.2%[1.84 µM],0.6%,9.8%,4.4%,0.0%,5.2%,-4.1%,-1.4%,0.1%,1.1%,-1.8%
CC1CCN(c2nc3ccccc3nc2C(C#N)C(=O)OC2CCCCC2)CC1 (configuration not stated),7.5%,-2.1%,-1.0%,5.0%,1.5%,-2.9%,1.4%,?,4.4%,?,·
O=C(Nc1cccn(Cc2c(Cl)cccc2Cl)c1=O)c1ccc(Cl)cc1,-36.1%,?,0.3%,-5.8%,-14.1%,?,11.1%,0.2%,-26.2%,14.3%,·

# New compounds follow.
SMILES,BRCA1 expr up,ELG1 genotoxic,VP16 counter,p53 reactivator,NPC1 prom act,FLuc modulator,MBNL1-CUG inh,MLL CXXC-DNA inh,Rab9 promoter act,RORgamma inh,uPA surface inh
CCOc1ccc(CC2CCC(=O)NC2=O)cc1 (configuration not stated),32.3%,0.6%,-1.8%,-24.5%,2.2%,1.5%,9.3%,9.2%,-1.0%,2.3%,21.5%
CCCS(=O)(=O)N1CCN(C(=O)c2cccc(OC)c2)CC1,-0.8%,-0.9%,1.6%,1.2%,5.3%,1.5%,-10.3%,4.2%,-3.2%,-26.2%,-0.8%
CCOC(=O)c1ccc(NC(=O)CSc2ccc(-c3cccnc3)nn2)cc1,1.9%,-5.1%,-0.4%,3.8%,-3.0%,-15.0%,-7.4%,13.3%,4.0%,7.7%,-9.0%
O=C(Nc1ccccc1C(F)(F)F)N1CCCC1c1cccnc1 (configuration not stated),-11.1%,-4.8%,-1.6%,1.6%,-3.7%,3.8%,-9.2%,-5.1%,-3.8%,-3.9%,-2.8%
CC(=O)Nc1ccc(S(=O)(=O)NC2CCS(=O)(=O)C2)cc1Cl (configuration not stated),-7.3%,-0.4%,15.7%,-1.2%,-0.8%,-1.5%,-13.7%,-0.8%,1.2%,0.8%,-0.7%
CCOc1ccccc1-n1c(SCC(=O)NC2CCCC2)nnc1-c1ccoc1C,-43.8%,-9.1%,-9.8%[0.365 µM],-11.2%,-4.4%,-2.0%,-4.5%,2.9%,-4.7%,-9.0%,0.3%
CCCCn1c(N)c(N(CC(C)C)C(=O)c2cc(-c3ccc(F)cc3)nc3ccccc23)c(=O)[nH]c1=O,-36.0%,0.2%,·,1.9%,-1.0%,-2.9%,·,·,1.0%,·,-5.0%
COCC1CCN(C(=O)C2CCC(=O)N(CCc3ccc(Cl)cc3)C2)CC1 (configuration not stated),-7.4%,-0.6%,?,4.3%,-3.5%,-1.2%,-0.9%,2.2%,-3.2%,1.6%,-13.6%
Cc1ccc(S(=O)(=O)N(C)C)cc1NC(=O)C1CCCN(C(=O)c2ccc(Cl)cc2)C1 (configuration not stated),-19.4%,-1.5%,·,-3.0%,-1.9%,2.6%,·,·,2.9%,·,1.1%
Cc1noc(/C=C/N(C)C)c1S(=O)(=O)N1CCC(C(=O)NC(C)(C)C)CC1,-1.1%,2.2%,0.1%,-0.6%,1.6%,-0.9%,1.7%,2.9%,-1.9%,-16.9%,-19.5%
CCCCCCCC1CC(CSC(=N)N)OC1=O (configuration not stated),-48.4%,-10.9%,7.0%,-19.8%,8.2%,1.7%,-1.8%,13.3%,-0.3%,-19.2%,-15.0%
CCCCn1c(-c2ccc(Cl)cc2)nc2c(=O)n(C)c(=O)[nH]c21,-14.0%,-13.1%,-3.4%,?,-0.3%,1.9%,-1.6%,-15.4%,5.1%,45.0%,3.6%

# Screens: PubChem BioAssay, National Center for Advancing Translational Sciences (NCATS)
